Source: PubChem BioAssay (several laboratories)
TNAP act hiacc – increases human TNAP activity under high phosphate acceptor concentration; P05186; purified TNAP, CDP-star luminescence, 1 M DEA, 30 min; stronger effect = higher value; 0 = EDTA background, 1 = DMSO-only activity; activation factor at 20 µM; 200,000 tested, under 10 active; AID 1136;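 active = activation factor at least 2 at 20 µM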
Target sequence (P05186 whole entry, looked up): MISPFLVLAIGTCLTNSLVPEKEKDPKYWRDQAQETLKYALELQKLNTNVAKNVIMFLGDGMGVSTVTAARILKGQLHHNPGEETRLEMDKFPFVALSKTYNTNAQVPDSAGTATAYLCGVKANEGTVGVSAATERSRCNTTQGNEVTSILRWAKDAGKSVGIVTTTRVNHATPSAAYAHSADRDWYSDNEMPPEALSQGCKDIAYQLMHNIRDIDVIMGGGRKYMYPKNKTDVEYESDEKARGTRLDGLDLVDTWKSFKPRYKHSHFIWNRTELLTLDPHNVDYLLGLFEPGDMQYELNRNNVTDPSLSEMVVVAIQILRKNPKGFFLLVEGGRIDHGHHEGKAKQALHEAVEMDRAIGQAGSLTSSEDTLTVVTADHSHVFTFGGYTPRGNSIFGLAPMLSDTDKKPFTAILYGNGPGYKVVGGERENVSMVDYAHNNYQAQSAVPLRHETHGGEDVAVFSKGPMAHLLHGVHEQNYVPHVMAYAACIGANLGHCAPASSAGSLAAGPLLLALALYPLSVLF
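Measured by: Luminescent substrate turnover signal | Test system: Human TNAP | Input: TNAP 1/800 final | Dosing: 20 µM single point | Schedule: 30 min, room temperature | Controls: EDTA wells as negative control, DMSO wells as positive control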
G6PDH CS – inhibits Leuconostoc G6PDH, flagging false hits in G6PDH-based assays; 200,000 compounds, 0.12% hits; Purified L. mesenteroides G6PDH, diaphorase/resazurin coupled fluorescence, 45 min; AID 1020; inhibition, % at 5 µM; in the data active = inhibition above about 50%
HMGR II inh – inhibitors of class II HMG-CoA reductase from Enterococcus faecalis; purified E. faecalis HMGR, NADPH absorbance 340 nm kinetic; inhibition, % at 10 µM; 190,000 compounds, 0.41% hits; AID 1066;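 active = inhibition above a set limit, the median over all tested compounds plus 3 SD, cut at about 9.5% in these data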;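 note: enzyme runs in reverse so mevalonate oxidation gives rising NADPH absorbance; 0% = complete reaction with DMSO and 100% = background rate lacking mevalonate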
PMI act hi M6P – PMI (human) activation, high substrate. coupled PMI enzyme assay, resazurin fluorescence, 20 min; stronger effect = higher value; 1 = untreated enzyme, 0 = substrate-free blank. activation factor at 20 µM. 190,000 compounds, 0.34% hits;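 active = activation factor of 2 or more at 20 µM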
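test system = human PMI in coupled enzyme assay | medium = HEPES-buffered pH 7.4 with magnesium and detergent | also added = 1.0 mM mannose-6-phosphate substrate with 0.22 mM NADP+ | compound = 20 µM single dose | times = 20 min incubation at room temperature | measured by = resorufin fluorescence (Ex 544/Em 590 nm) from resazurin via diaphorase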
TNAP inh noacc – TNAP (human) inhibition, acceptor-free conditions; AID 1012; P05186; purified TNAP, CDP-star luminescence, 30 min; inhibition, % at 20 µM; 200,000 compounds, 0.26% hits;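 active = tissue-nonspecific alkaline phosphatase inhibition above about 50% at 20 µM in the single-dose screen, limit read from the data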;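 note: 0% = DMSO negative control and 100% = EDTA positive control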
PMI activator – increases human mannose-6-phosphate isomerase activity | P34949 | 190,000 compounds, 0.005% hits | activation factor at 20 µM | AID 1214 | purified human PMI, coupled resazurin fluorescence, 20 min; stronger effect = higher value; 1 = vehicle control, 0 substrate-free wells;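 active = activation factor of 2 or more at 20 µM, relative to plate controls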
Diaphorase inh – inhibits diaphorase or chemically oxidizes, flagging diaphorase assay artifacts; diaphorase resazurin-to-resorufin fluorescence, NADH, 16 min; bacterial (C. kluyveri) enzyme, not human; AID 1217; 190,000 compounds, 0.69% hits; inhibition, % at 20 µM;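 active = primary screen inhibition at 20 µM above a set limit, cut at about 50% in these data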;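 note: plate controls were DMSO with full reaction for no effect and wells lacking NADH for full effect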
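material = Clostridium kluyveri diaphorase enzyme | amount = 0.14 U/mL diaphorase, enzyme working solution | schedule = incubation 16 min, room temperature | detection = fluorescence of resorufin formed from resazurin, Ex 544/Em 590 nm | benchmarks = positive control minus NADH, DMSO neutral control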
FLuc act counter – firefly luciferase counter-screen for stimulation assays. P08659. ATPlite luciferase biochemical, luminescence, 10 min; 0 = ATP-free wells, 1 = DMSO control. activation factor at 10 µM. 200,000 tested, under 10 active;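 active = luciferase activation factor, scaled between plate controls, of at least 2 with compound at 10 µM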
Target sequence (P08659 whole entry, looked up): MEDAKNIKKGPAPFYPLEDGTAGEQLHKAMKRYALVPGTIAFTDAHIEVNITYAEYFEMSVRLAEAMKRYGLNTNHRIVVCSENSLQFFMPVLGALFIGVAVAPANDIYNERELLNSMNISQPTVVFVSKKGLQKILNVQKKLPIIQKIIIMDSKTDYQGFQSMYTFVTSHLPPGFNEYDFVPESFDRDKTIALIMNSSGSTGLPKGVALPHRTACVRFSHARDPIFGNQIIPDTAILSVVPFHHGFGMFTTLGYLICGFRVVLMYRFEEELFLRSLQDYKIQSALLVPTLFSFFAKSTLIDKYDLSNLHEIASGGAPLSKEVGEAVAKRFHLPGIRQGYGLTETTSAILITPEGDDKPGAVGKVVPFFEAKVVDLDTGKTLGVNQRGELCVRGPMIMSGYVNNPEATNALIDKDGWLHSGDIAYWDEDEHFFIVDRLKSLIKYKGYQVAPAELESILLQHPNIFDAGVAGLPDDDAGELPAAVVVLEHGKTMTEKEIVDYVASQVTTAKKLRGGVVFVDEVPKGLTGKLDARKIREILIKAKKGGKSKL
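System: luciferase plus luciferin reagent, cell-free; medium: PBS as buffer for the ATP substrate; dosing: test compounds dosed from 2 mM stocks in 100% DMSO; timing: 10 min post-reagent at room temperature; measured by: luminescence measurement of luciferase light output; evaluation: luciferase activation, seen as luminescence increase over controls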
TNAP inh hiacc – inhibitors of human TNAP at high phosphate acceptor concentration; P05186; purified TNAP, CDP-star luminescence, 1 M DEA; inhibition, % at 20 µM; 200,000 compounds, 0.03% hits; AID 1135;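 active = over 50% inhibition of tissue-nonspecific alkaline phosphatase at 20 µM in the single-dose screen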;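 note: plate controls were DMSO wells for no effect and EDTA-quenched wells as full inhibition for full effect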
Diaph act CS – diaphorase activation or chemical reduction counter-screen | 190,000 compounds, 0.005% hits | activation factor at 20 µM | AID 1229 | Diaphorase/resazurin coupled assay, resorufin fluorescence, 16 min; stronger effect = higher value; 1 = vehicle wells, 0 = NADH-free wells;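 active = diaphorase activity raised at least twofold by the compound at 20 µM; inactive = activation factor below 2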
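Material: purified diaphorase enzyme from Clostridium kluyveri / Medium: HEPES pH 7.4 buffer with MgCl2 and Tween 20 / Schedule: enzyme reaction of 16 min at room temperature / Measured by: resorufin fluorescence, excitation 544 nm, emission 590 nm / Evaluation: rise in resorufin formation, marking diaphorase activation or chemical reduction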
An asterisk follows results filed as active.

`Cc1cccc(C(=O)Nc2ccc(C)c(OC(=O)c3cccc(C)c3)c2)c1` gave TNAP act hiacc 1, G6PDH CS 1.9, HMGR II inh 6.3, PMI act hi M6P 0.9, TNAP inh noacc -6.2, PMI activator 0.8, Diaphorase inh 14.4, FLuc act counter 1, TNAP inh hiacc -4.3 and Diaph act CS 0.9.
Screening Cn1c(N)c(C(=O)COC(=O)C2(c3ccc(Cl)cc3)CCCC2)c(=O)n(C)c1=O returned TNAP act hiacc 1, G6PDH CS -3.2, HMGR II inh -5.3, PMI act hi M6P 0.9, TNAP inh noacc -2.7, PMI activator 0.8, Diaphorase inh 22.1, FLuc act counter 1, TNAP inh hiacc -3.7 and Diaph act CS 0.8.
Screening CCOC(=O)N1CCN(C(=O)C2CC(c3ccc(F)cc3)=NO2)CC1 (stereo unspecified) returned TNAP act hiacc 1, G6PDH CS 7.5, HMGR II inh 3.6, PMI act hi M6P 1.1, TNAP inh noacc -10.0, PMI activator 1, Diaphorase inh 4.6, FLuc act counter 1, TNAP inh hiacc -3.0 and Diaph act CS 1.
COc1ccc(CN2CCN(CCCCOc3ccc(Cl)cc3)CC2)c(OC)c1OC was read as TNAP act hiacc 1, G6PDH CS 2.0, HMGR II inh 1.7, PMI act hi M6P 0.9, TNAP inh noacc -8.3, PMI activator 1, Diaphorase inh 14.0, FLuc act counter 1, TNAP inh hiacc -3.9 and Diaph act CS 0.9.
`CCOC(=O)c1ccccc1NC(=O)N1CCn2c(C)ccc2C1CC` (stereo unspecified) gave TNAP act hiacc 1, G6PDH CS -30.7, HMGR II inh -2.6, PMI act hi M6P 1.1, TNAP inh noacc -14.2, PMI activator 1, Diaphorase inh 11.2, FLuc act counter 1.1, TNAP inh hiacc -4.8 and Diaph act CS 0.9.
`COc1ccc(/C=N/NC(=O)c2ccc(=O)n(C)c2)cc1OC` gave TNAP act hiacc 1, G6PDH CS 2.9, HMGR II inh 4.4, PMI act hi M6P 0.9, TNAP inh noacc -6.3, PMI activator 0.8, Diaphorase inh 1.7, FLuc act counter 1, TNAP inh hiacc 3.0 and Diaph act CS 1.
`CCOC(=O)N1CCC(NC(=O)c2cc(C(=O)NCC(OC)OC)ccc2CO)CC1` gave TNAP act hiacc 1.1, G6PDH CS -0.4, HMGR II inh -1.9, PMI act hi M6P 1.1, TNAP inh noacc -23.5, PMI activator 1.1, Diaphorase inh 7.2, FLuc act counter 1.1, TNAP inh hiacc -5.6 and Diaph act CS 0.9.
CN(C)S(=O)(=O)c1ccc(NC(=O)CSc2n[nH]c(=O)n2C2CC2)cc1 was read as TNAP act hiacc 1, G6PDH CS 7.9, HMGR II inh -1.0, PMI act hi M6P 1, TNAP inh noacc 0.2, PMI activator 1, Diaphorase inh 14.1, FLuc act counter 1.1, TNAP inh hiacc -2.6 and Diaph act CS 0.9.
For Cc1cccc(NC(=O)c2cc(S(=O)(=O)NCc3ccco3)ccc2F)c1C the results were TNAP act hiacc 1, G6PDH CS 2.8, HMGR II inh 1.0, PMI act hi M6P 0.9, TNAP inh noacc -10.2, PMI activator 0.9, Diaphorase inh 16.8, FLuc act counter 1, TNAP inh hiacc 0.2 and Diaph act CS 0.8.
Screening COc1ccc(N2CSC3=C(C#N)C(c4cccs4)CC(=O)N3C2)cc1 (stereo unspecified) returned TNAP act hiacc 1, G6PDH CS 38.4, HMGR II inh -3.1, PMI act hi M6P 0.9, TNAP inh noacc -2.6, PMI activator 1.1, Diaphorase inh 52.9*, FLuc act counter 0.9, TNAP inh hiacc 2.0 and Diaph act CS 0.5.
`O=C(Cc1ccc(Cl)cc1)N/N=C1\CCCc2ccccc21` gave TNAP act hiacc 1, G6PDH CS -2.8, HMGR II inh -6.8, PMI act hi M6P 1, TNAP inh noacc -0.6, PMI activator 0.9, Diaphorase inh -5.0, FLuc act counter 1, TNAP inh hiacc 2.2 and Diaph act CS 1.1.
`CCCCn1c(SCC(=O)c2ccc(OC)cc2OC)nc2cc(S(N)(=O)=O)ccc21` gave TNAP act hiacc 1, G6PDH CS -0.1, HMGR II inh -9.3, PMI act hi M6P 1, TNAP inh noacc -2.9, PMI activator 0.9, Diaphorase inh 21.3, FLuc act counter 1, TNAP inh hiacc -2.4 and Diaph act CS 0.8.
C/C(=N\NC(=O)c1ccccc1)c1ccc(N2CCOCC2)cc1 was read as TNAP act hiacc 1.1, G6PDH CS -1.5, HMGR II inh 0.3, PMI act hi M6P 0.9, TNAP inh noacc -6.5, PMI activator 0.8, Diaphorase inh 18.7, FLuc act counter 1, TNAP inh hiacc -8.5 and Diaph act CS 0.8.
Screening O=C1c2ccccc2C(=O)N1CCn1nc(Cl)nc1Cl returned TNAP act hiacc 1, G6PDH CS 7.8, HMGR II inh -2.2, PMI act hi M6P 0.9, TNAP inh noacc -1.7, PMI activator 0.9, Diaphorase inh -3.6, FLuc act counter 1, TNAP inh hiacc -1.8 and Diaph act CS 1.
For O=C1NC(=S)N/C1=C/c1cccn1-c1ccc([N+](=O)[O-])cc1 the results were TNAP act hiacc 1, G6PDH CS -3.1, HMGR II inh -1.1, PMI act hi M6P 1.1, TNAP inh noacc -5.9, PMI activator 1.3, Diaphorase inh 1.9, FLuc act counter 1, TNAP inh hiacc 1.9 and Diaph act CS 1.
`CCOC(=O)c1c(C2COc3ccccc3O2)csc1NC(=O)c1ccccc1` (stereo unspecified) gave TNAP act hiacc 1, G6PDH CS -0.2, HMGR II inh 0.8, PMI act hi M6P 0.9, TNAP inh noacc -7.5, PMI activator 0.8, Diaphorase inh 19.6, FLuc act counter 1, TNAP inh hiacc 0.1 and Diaph act CS 0.8.
Screening CC1(C)CC(NCc2ccncc2)CC(C)(C)N1 returned TNAP act hiacc 1.1, G6PDH CS 9.8, HMGR II inh -4.9, PMI act hi M6P 0.9, TNAP inh noacc -11.1, PMI activator 0.9, Diaphorase inh 28.4, FLuc act counter 1.1, TNAP inh hiacc -7.0 and Diaph act CS 0.7.
For Cc1ccc(-c2csc(=S)[nH]2)cc1 the results were TNAP act hiacc 1, G6PDH CS 2.4, HMGR II inh 0.4, PMI act hi M6P 1.9, TNAP inh noacc -6.4, PMI activator 1.6, Diaphorase inh 30.6, FLuc act counter 1, TNAP inh hiacc -3.1 and Diaph act CS 0.7.
Screening CC(=O)N1CCc2cc(S(=O)(=O)NCCC(=O)N3CCN(Cc4ccccc4)CC3)ccc21 returned TNAP act hiacc 1, G6PDH CS 1.3, HMGR II inh -11.8, PMI act hi M6P 1.1, TNAP inh noacc -17.3, PMI activator 1, Diaphorase inh 9.9, FLuc act counter 1.1, TNAP inh hiacc -1.9 and Diaph act CS 0.9.
Cc1c(C(=O)/C=C/c2cccs2)oc2ccc(F)cc12 was read as TNAP act hiacc 1, G6PDH CS -2.4, HMGR II inh -2.5, PMI act hi M6P 1, TNAP inh noacc -13.1, PMI activator 0.9, Diaphorase inh 8.5, FLuc act counter 0.2, TNAP inh hiacc -4.1 and Diaph act CS 0.9.

Next section (2 carried over from the part before).
Screening CC(=O)N1CCc2cc(S(=O)(=O)NCCC(=O)N3CCN(Cc4ccccc4)CC3)ccc21 returned TNAP act hiacc 1, G6PDH CS 1.3, HMGR II inh -11.8, PMI act hi M6P 1.1, TNAP inh noacc -17.3, PMI activator 1, Diaphorase inh 9.9, FLuc act counter 1.1, TNAP inh hiacc -1.9 and Diaph act CS 0.9.
Cc1c(C(=O)/C=C/c2cccs2)oc2ccc(F)cc12 was read as TNAP act hiacc 1, G6PDH CS -2.4, HMGR II inh -2.5, PMI act hi M6P 1, TNAP inh noacc -13.1, PMI activator 0.9, Diaphorase inh 8.5, FLuc act counter 0.2, TNAP inh hiacc -4.1 and Diaph act CS 0.9.
For COc1cc2c3nnc(-c4ccc(F)cc4)c-3cn(Cc3cccc(C)c3)c2cc1OC the results were TNAP act hiacc 1.1, G6PDH CS -46.9, HMGR II inh -2.7, PMI act hi M6P 1, TNAP inh noacc 3.5, PMI activator 1, Diaphorase inh -12.2, FLuc act counter 1.1, TNAP inh hiacc -5.3 and Diaph act CS 1.1.
Screening O=C(CSc1nnc(COc2ccc(F)cc2)o1)N1c2ccccc2CCc2ccccc21 returned TNAP act hiacc 1.1, G6PDH CS 11.6, HMGR II inh -1.4, PMI act hi M6P 1, TNAP inh noacc 4.2, PMI activator 1.1, Diaphorase inh -2.8, FLuc act counter 1, TNAP inh hiacc -8.2 and Diaph act CS 1.
For O=C1SC(SCc2ccccc2)=N/C1=C\c1ccco1 the results were TNAP act hiacc 1, G6PDH CS -0.3, HMGR II inh 0.3, PMI act hi M6P 0.9, TNAP inh noacc -1.0, PMI activator 0.8, Diaphorase inh 15.3, FLuc act counter 1, TNAP inh hiacc -1.9 and Diaph act CS 0.8.
Screening CCOC(=O)CSc1nnc(-c2ccco2)n1C returned TNAP act hiacc 1.1, G6PDH CS -11.0, HMGR II inh -2.2, PMI act hi M6P 1.1, TNAP inh noacc -10.5, PMI activator 1, Diaphorase inh 10.9, FLuc act counter 1.1, TNAP inh hiacc -5.4 and Diaph act CS 0.9.
For CC(CCc1ccccc1)NC(=O)N1CCOCC1 (stereo unspecified) the results were TNAP act hiacc 1, G6PDH CS -2.8, HMGR II inh -1.6, PMI act hi M6P 1.1, TNAP inh noacc -9.1, PMI activator 1.1, Diaphorase inh 8.5, FLuc act counter 1, TNAP inh hiacc -2.7 and Diaph act CS 0.9.
For CCOC(=O)CC(NC(=O)C1c2ccccc2Oc2ccccc21)c1ccc(C)cc1 (stereo unspecified) the results were TNAP act hiacc 1, G6PDH CS -5.5, HMGR II inh -0.2, PMI act hi M6P 0.9, TNAP inh noacc -1.3, PMI activator 0.9, Diaphorase inh 14.3, FLuc act counter 1, TNAP inh hiacc 1.1 and Diaph act CS 0.9.
For CCC(=O)c1c[nH]c(C(=O)NCc2cccnc2)c1 the results were TNAP act hiacc 1.1, G6PDH CS 5.2, HMGR II inh -2.3, PMI act hi M6P 1.1, TNAP inh noacc -3.0, PMI activator 1.1, Diaphorase inh 9.6, FLuc act counter 1.1, TNAP inh hiacc -5.0 and Diaph act CS 0.9.
Screening C=CCN1C(=O)C(O)(CC(=O)c2ccc(OC)cc2OC)c2cc(Br)ccc21 (stereo unspecified) returned TNAP act hiacc 1, G6PDH CS -14.3, HMGR II inh 3.5, PMI act hi M6P 0.9, TNAP inh noacc -12.9, PMI activator 1, Diaphorase inh 14.5, FLuc act counter 1, TNAP inh hiacc -3.1 and Diaph act CS 0.9.
